# PI4K2A inh = inhibitors of human PI4K2A | purified PI4K2A, ADP-Glo luminescence, 1 h; hits give low values | Q9BTU6 | 420,000 compounds, 0.13% hits | activity change, negative = inhibition, % at 76.9 µM; in the data active = activity change below about -50%; inconclusive = mostly about -30% to -49%;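 note: -100% = wells without enzyme as full effect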
#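 PI4K2A activity was measured by ADP-Glo luminescence: enzyme (4 ug/mL stock) and phosphatidylinositol (1.2 mM stock) in Tris pH 7.5/MgCl2/EGTA/Triton X-100 buffer were reacted with ATP (300 microM stock) for one hour at ambient temperature.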
# USP1 inh = inhibitors of human USP1/UAF1 deubiquitinase; O94782; recombinant USP1/UAF1, Ub-Rhodamine cleavage fluorescence; Potency, µM (titrated, usually from 57.1 µM), for the others: at the top dose activity change, negative = inhibition, usual class: inhibitors; 390,000 compounds, 0.23% hits; note: potency is the fitted concentration of half-maximal effect; % is set by controls: 0 for no effect and ±100 for the full control effect; nearly all actives have a fitted effect of over 60% in size; inactives centre near -12
# Target sequence (O94782 whole entry, looked up): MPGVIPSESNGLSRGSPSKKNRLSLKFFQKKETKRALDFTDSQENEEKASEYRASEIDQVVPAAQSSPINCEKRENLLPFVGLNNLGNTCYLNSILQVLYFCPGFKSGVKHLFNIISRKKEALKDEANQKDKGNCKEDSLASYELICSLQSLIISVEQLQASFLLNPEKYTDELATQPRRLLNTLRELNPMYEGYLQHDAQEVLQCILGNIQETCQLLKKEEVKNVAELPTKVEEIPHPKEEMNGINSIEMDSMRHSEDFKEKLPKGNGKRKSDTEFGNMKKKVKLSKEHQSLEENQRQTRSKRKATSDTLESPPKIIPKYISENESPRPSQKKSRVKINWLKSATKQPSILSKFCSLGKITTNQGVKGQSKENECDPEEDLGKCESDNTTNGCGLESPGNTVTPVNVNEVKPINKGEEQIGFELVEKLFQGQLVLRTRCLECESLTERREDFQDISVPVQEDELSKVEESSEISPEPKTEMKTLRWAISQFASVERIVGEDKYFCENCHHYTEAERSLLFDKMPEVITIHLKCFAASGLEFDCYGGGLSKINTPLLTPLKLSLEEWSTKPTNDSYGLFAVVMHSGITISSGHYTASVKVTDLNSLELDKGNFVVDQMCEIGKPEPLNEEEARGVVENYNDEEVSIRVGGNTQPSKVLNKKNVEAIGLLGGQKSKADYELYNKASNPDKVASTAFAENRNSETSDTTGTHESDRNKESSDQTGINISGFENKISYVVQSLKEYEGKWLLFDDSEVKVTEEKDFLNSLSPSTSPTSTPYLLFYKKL
#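 Step one: compound is pinned into 1nM USP1/UAF1 in HEPES pH 7.8 buffer with TCEP. Step two: 15 min room-temperature incubation. Step three: Ub-Rho (150nM final) starts cleavage, tracked by fluorescence over six one-minute reads.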
# RXFP1 ag = RXFP1 (human) receptor agonism | HEK293T-RXFP1 cAMP TR-FRET, 30 min; response scale: percent of porcine relaxin response, buffer zero | Potency, µM (highest dose often 57.5 µM), for inactives: at the top dose activation, actives largely listed as activators | 370,000 compounds, 0.3% hits | AID 2676; note: potency is the fitted concentration of half-maximal effect; % is set by controls: 0 for no effect and ±100 for the full control effect; nearly all actives have a fitted effect of over 60% in size; many of its hits are not listed in these tables
#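 Agonist response is measured as cAMP accumulation in an RXFP1-transfected HEK293T line under PDE4 inhibition. Values are scaled between buffer-only and 29 nM porcine relaxin, and EC50s come from standard Hill equation fits.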
# GRP78 ERSR act = induces the endoplasmic reticulum stress response in human glioma cells. Potency, µM, inactives show at the highest dose activation, actives largely listed as activators. U87-MG GRP78 promoter luciferase reporter, 16 h. 420,000 compounds, 0.02% hits. AID 602332; note: potency is the fitted concentration of half-maximal effect; series mostly up to about 76 µM; % of control where 0% means no effect; nearly all actives have a fitted effect of over 35% in size
#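 ERSR induction read as luciferase luminescence (Bright-Glo, 10 min at room temperature) in stably transfected human U87-MG glioma cells exposed to compounds for 16 h, using GRP78 as sensor.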
# Vif-A3F inh = inhibitors of Vif-A3F interaction; HeLa A3F-eYFP + Vif (tagged APOBEC3F with the HIV-1 protein that degrades it), YFP fluorescence increase; Potency, µM (highest dose often 46.1 µM), for inactives: at the highest dose activity, negative = active; 390,000 compounds, 0.2% hits; note: potency is the fitted concentration of half-maximal effect; % of control where 0% means no effect; nearly all actives have a fitted effect of over 65% in size
#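 HeLa cells stably expressing A3F-eYFP plus Vif, plated and incubated overnight at 37 deg C, then exposed to compounds overnight at 37 deg C. Blocked degradation read as raised yellow fluorescence (Ex 488/Em 500-530).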
# Vif-APOBEC3G blk = inhibitors of Vif-APOBEC3G interaction; Q9HC16; HeLa A3G-eYFP + Vif (tagged APOBEC3G with the HIV-1 protein that degrades it), YFP fluorescence, overnight; Potency, µM (highest dose often 46.1 µM), for inactives: top-dose activity, negative = active, usual class: inhibitors; 410,000 compounds, 0.076% hits;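 note: potency is the fitted concentration of half-maximal effect; % is set by controls: 0 for no effect and ±100 for the full control effect; nearly all actives have a fitted effect of over 60% in size; hits raise eYFP signal because A3G escapes Vif-driven loss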
#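 HeLa cells stably expressing Vif and C-terminally eYFP-tagged A3G, seeded overnight at 37 deg C, then exposed to compound by pintool overnight at 37 deg C. Rise in yellow fluorescence (Ex 488/Em 500-530, Acumen) marks blocked Vif-driven A3G degradation.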
# LDHA inh = inhibitors of human lactate dehydrogenase A. P00338. purified LDHA, NADH/diaphorase-resazurin fluorescence; hits give low values. activity change, % (values are at about 110 or 230 µM). 480,000 compounds, 0.15% hits. AID 1347041; in the data active = activity change below about -30%; inconclusive = mostly about -25% to -30%;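 note: plate controls were DMSO wells for no effect and wells without enzyme for full effect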
#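 Human LDH5 at 2 nM final in Tris HCl pH 7.4 with 0.06 mM NADH and 0.2 mM pyruvate, reacted 5 minutes at room temperature. Remaining NADH coupled via diaphorase/resazurin; resorufin fluorescence read at 0 and 20 minutes, normalized to enzyme-free and DMSO wells.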
# TrxR1 substrate = is turned over as a substrate by rat TrxR1; O89049; purified TrxR1 substrate turnover, NADPH consumption readout; Potency, µM (top dose mostly 114 µM), for inactives: at the top dose activity change, negative = substrate turnover; 390,000 compounds, 0.01% hits; AID 588456; note: potency is the fitted concentration of half-maximal effect; % is set by controls: 0 for no effect and ±100 for the full control effect; nearly all actives have a fitted effect of over 50% in size
#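 Rat TrxR1, dispensed at 90 nM, was prereduced with 400 uM NADPH (final) for 5 min at ~22 deg C, then incubated with compound 15 min before 400 uM selenite. A first-read NADPH fluorescence drop versus no-compound background flagged substrates.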
# mIDH1 inhibitor = human IDH1 R132H inhibition | 390,000 compounds, 0.093% hits | IDH1-R132H enzyme, NADPH consumption, diaphorase/resazurin fluorescence | Potency, µM (titrated, usually from 76.6 µM), for the others: at the highest dose activity change, negative = inhibition, usual class: inhibitors | O75874; note: potency is the fitted concentration of half-maximal effect; % is set by controls: 0 for no effect and ±100 for the full control effect; nearly all actives have a fitted effect of over 65% in size
#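 IDH1-R132H (0.5 ug/mL dispensed) in pH 7.5 Tris buffer was preincubated 30 min with compound, then given a substrate mix of 0.016 mM NADPH and 2 mM alpha-KG for 80 min at room temperature; remaining NADPH was read by diaphorase/resazurin fluorescence.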
# * marks the source's active call; other numbers are inactive results; ? = inconclusive; nt = no result given; & = joins results of further samples; [ ] = another dose, or the depositor's remark. Unless noted, calls come from the whole dose curve; as a rule, active = well fitted curve in the direction sought with a large enough effect; inconclusive = small, poorly fitted or top-dose-only effect, or another doubt; inactive = no such curve, though single readings can be large; an effect the other way counts as inactive or inconclusive. An excerpt; count on the stated rates, not on these rows.
SMILES,PI4K2A inh,USP1 inh,RXFP1 ag,GRP78 ERSR act,Vif-A3F inh,Vif-APOBEC3G blk,LDHA inh,TrxR1 substrate,mIDH1 inhibitor
COC(=O)/C(=C1/Oc2cc(C)oc(=O)c2S1)C(F)(F)F,-19,-17%,2.2%,?,?,?,-2,-5%,3%
O=C(C1CCN(S(=O)(=O)N2CCOCC2)CC1)N1CCN(c2ccccc2F)CC1,-4,-14%,-0.1%,-2%,4%,0%,-1,2%,-8%
Cc1ccc(C(=O)N2CCc3cc(CNC(=O)c4ccc(Br)cc4)ccc32)cc1,6,?,1.8%,4%,16%,0%,10,-3%[57.1 µM],-5%
COCCn1c(N)c(N(Cc2ccccc2)C(=O)c2cc3ccccc3o2)c(=O)[nH]c1=O,1,-11%,0.8%,-4%,-2%,-4%,-5,8%[57.1 µM],-4%
O=C(C1CC1)N1N=C(c2ccncc2)CC1(O)C(F)(F)F (stereo not drawn),2,-14%,0.0%,-3%,1%,-1%,-6,-7%,0%
COc1ccc(-c2nc3ccc(Br)cn3c2Cc2cccc(Cl)c2)cc1OC,-6,nt,nt,1%,nt,-12%,-4,nt,nt
Cc1nn(Cc2c(Cl)cccc2Cl)c(C)c1NC(=O)c1cn(-c2ccccc2)nc1-c1ccccc1,9,-8%,1.3%,6%,?,-4%,-6,1%,-1%
CCCCN(c1ccccc1)S(=O)(=O)c1cccc(C(=O)Nc2c(C)n(C)n(-c3ccccc3)c2=O)c1,-5,-6%,nt,-1%,?,-11%,-5,13%,4%
O=S(=O)(NCC(c1ccco1)N1CCN(c2ccc(F)cc2)CC1)c1ccc(F)cc1 (stereo not drawn),-7,-17%,-0.7%,-5%,-3%,1%,3,-9%,9%
O=c1cc(-c2ccccc2Cl)oc2c(Br)ccc(O)c12,-2,-22%,0.2%,-6%&2%,-15%,0%,5,6%,12%
COc1cccc(C(=O)NNC(=O)Cc2ccc(Cl)cc2)c1,1,-1%,0.3%,-1%,0%,-10%,-2,2%,2%
Cc1ccccc1C(=O)c1c[nH]c(C(=O)NCCCn2ccnc2)c1,-4,-10%,3.2%,-7%,-1%,-2%,-5,10%[57.1 µM],0%
Cc1cc(NC(=O)c2ccc(NC(=O)CC(C)C)cc2)no1,0,-15%,-0.4%,6%,0%,0%,0,-1%,2%
CCOC(=O)c1sc(N/N=C/c2ccccc2)nc1C,3,-25%,1.1%,8%,-25%,-4%,-3,8%,0%
C/C=C/C=[N+](\[O-])C(C)/C(=N/O)c1ccc(F)cc1 (stereo not drawn),1,3%,-0.5%,0%,-6%,1%,0,3%[57.1 µM],-6%
CC(=O)c1c(C)[nH]c(C(=O)OCC(=O)Nc2ccccc2Cl)c1C,-17,-6%,1.4%,-2%,1%,1%,-5,3%[57.1 µM],-12%
CC(C)N(C)C1=CC(=O)C(N(C)C(C)C)=CC1=O,-6,-15%,nt,-1%,1%,0%,30,7%[11.4 µM],6%
COc1ccc(C(=O)N/N=C(\c2ccccc2)c2ccccn2)cc1,-2,-10%,-0.4%,3%,2%,?,-8,-9%,7%
CCOC(=O)c1c(C)[nH]c(C(=O)OC(C)C(=O)Nc2ccccc2OC)c1C (stereo not drawn),5,-13%,0.3%,-8%,?,-7%,-6,-10%,7%
CC(C)(O)C#Cc1ccc(C(=O)N2CCN(c3ccccc3)CC2)cc1,1,-4%,-0.7%,-3%,-4%,1%,-7,-2%,8%
CCOc1ccc(CN(C)C(=O)CCN2C(=O)c3ccccc3C2=O)cc1OC,-2,-13%,-1.3%,-1%,11%,3%,-7,8%,1%
CSC1=NC2C(N1)N(C)C(=O)N2C (stereo not drawn),-6,-10%,-1.3%,-1%,-12%,2%,-4,8%[57.1 µM],1%
COc1ccc(Cl)cc1NC(=O)CSc1nnc2[nH]c(=O)cc(C)n12,2,-13%,-1.7%,-4%,0%,-1%,2,-5%[57.1 µM],-3%
CN=c1scc(-c2ccc(Br)cc2)n1C,11,-18%,3.1%,-1%,-8%,1%,-7,7%[57.1 µM],4%
CC1(C2CC2)NC(=O)N(CC(=O)N2CCN(c3ccccc3)CC2)C1=O (stereo not drawn),-5,2%,-0.2%,1%,-22%,-6%,-6,2%,-2%

# Brought forward from above: 3 compounds, followed by the next part.
SMILES,PI4K2A inh,USP1 inh,RXFP1 ag,GRP78 ERSR act,Vif-A3F inh,Vif-APOBEC3G blk,LDHA inh,TrxR1 substrate,mIDH1 inhibitor
COc1ccc(Cl)cc1NC(=O)CSc1nnc2[nH]c(=O)cc(C)n12,2,-13%,-1.7%,-4%,0%,-1%,2,-5%[57.1 µM],-3%
CN=c1scc(-c2ccc(Br)cc2)n1C,11,-18%,3.1%,-1%,-8%,1%,-7,7%[57.1 µM],4%
CC1(C2CC2)NC(=O)N(CC(=O)N2CCN(c3ccccc3)CC2)C1=O (stereo not drawn),-5,2%,-0.2%,1%,-22%,-6%,-6,2%,-2%
COc1cc(CN2CCC(n3nccc3NC(=O)CCCc3ccccc3)CC2)ccc1O,7,-17%,3.3%,-2%,-10%,2%,1,-1%,3%
Cc1ccc2[nH]c(=O)c(CN(CC3COCCO3)C(=O)Nc3ccccc3F)cc2c1 (stereo not drawn),-8,-13%,-0.1%,10%,2%,1%,-3,-5%[57.1 µM],9%
COc1ccc(C(=O)NC(C)CCc2ccccc2)cc1[N+](=O)[O-] (stereo not drawn),0,-21%,0.4%,-5%,-13%,4%,-1,-9%,-1%
COc1ccccc1/C=N/NC(=O)CNC(=O)c1ccc(S(=O)(=O)N(C)C)cc1,-1,-10%,0.8%,-4%,0%,-1%,-7,1%,-3%
Cc1ccc(C(=O)Nc2nc(-c3ccccc3)c(-c3ccccc3)o2)cc1,-4,-16%,0.8%,2%,-5%,2%,0,-24%[57.1 µM],9%
CC1(C2CC2)NC(=O)N(CC(=O)Nc2ccccc2C#N)C1=O (stereo not drawn),0,-24%,-0.3%,0%,3%,-1%,2,3%[57.1 µM],-10%
Cc1ccccc1NC(=O)c1sc2nc(N3CCOCC3)c3c(c2c1N)CC(C)(C)OC3,-13,-28%,13%,-2%,-4%,1%,8,13%,7%
O=C(Cn1cc(S(=O)(=O)Cc2ccc([N+](=O)[O-])cc2)c2ccccc21)N1CCOCC1,2,-21%,1.2%,-3%,-13%,-1%,0,-4%,2%
O=C(NCCCN1CCN(c2ccccc2F)CC1)c1ccc2nc(CCc3ccccc3)oc2c1,-2,-15%,-0.2%,-5%,3%,-6%,2,-1%[57.1 µM],16%
CC(C)c1ccccc1OCC(=O)NN1C(=O)c2ccccc2C1=O,-5,-13%,-0.3%,-4%,-9%,1%,5,7%[57.1 µM],5%
COCc1nnc(SCC(=O)NCc2ccccc2)n1-c1ccccc1,3,-7%,1.9%,-4%,-3%,0%,-6,6%,-1%
COc1cc(/C=N\Nc2nc(-c3ccc(C)cc3)c(NC(C)=O)s2)ccc1O,11,-20%,-1.6%,-1%,4%,-13%,-1,2%,-12%
O=[N+]([O-])c1ccccc1/C=N/Nc1nccnc1Cl,-3,0%,0.8%,6%,-3%,-1%,-2,-6%,3%
Cc1ccc(S(=O)(=O)N2CCN(C(=O)CCNC(=O)c3ccccc3Cl)CC2)cc1,3,-4%,-0.6%,-4%,-12%,0%,-9,5%,-4%
Cc1ccc(SCC(=O)OC(C)C(=O)Nc2ccc(S(N)(=O)=O)cc2)cc1C (stereo not drawn),1,-8%,0.2%,-3%,-7%,0%,-4,-14%,-1%
COc1ccc(OCCCC(=O)ON=C(N)c2ccccc2Cl)cc1,0,-15%,0.0%,-3%,6%,-6%,-1,1%,3%
O=C(c1cc2cc(Cl)ccc2[nH]1)N1CCN(Cc2ccc3c(c2)OCO3)CC1,3,-26%,-4.7%,0%,-3%,-12%,0,-1%,2%
Cc1nn(CC(=O)NCCCN2CC(C)CC(C)C2)c(=O)c2cccn12 (stereo not drawn),5,-7%,-0.7%,4%,1%,3%,1,13%,-10%
CC(=O)Nc1ccc(OC(=O)c2ccc(Br)c([N+](=O)[O-])c2)cc1,6,0%,-1.0%,-4%,7%,-10%,-6,4%[57.1 µM],9%
Cc1ccccc1CS(=O)(=O)c1nnc([C@H](CC(C)C)NC(=O)OC(C)(C)C)o1,52,0%,0.4%,-12%,0%,-17%,8,9%,0%
S=C(c1ccc(-c2cc(Cl)ccc2Cl)o1)N1CCCCC1,-3,-9%,-3.5%,2%,-2%,-6%,-1,-6%,2%
CC(=O)Nc1ccc2c(c1)CCCN2C(=O)c1ccccc1,-3,-7%,1.0%,-5%,0%,-1%,-1,4%[57.1 µM],0%
CCc1ccc(NC(=O)CNC(=O)c2nn(-c3ccc(OC)cc3)c(=O)c3ccccc23)cc1,2,-20%,11%,-6%,12%,-2%,3,145%,4%
O=C(Nc1cccc(-c2nnc(-c3ccccc3)o2)c1)C1CC1,-4,-15%,3.0%,4%,-5%,-1%,-2,6%[57.1 µM],-1%
CCOc1ncccc1C(=O)N1CCN(C(c2ccccc2)c2ccccc2)CC1,-1,-10%,0.7%,-4%,-1%,-2%,-2,6%[57.1 µM],-2%
